D3 antag: D3 dopamine receptor (human) antagonism. D3R cells, DiscoveRx beta-arrestin luminescence, antagonist mode; stronger effect = lower value. max response, negative = inhibition, %. P35462. actives 2.5% (n = 360,000); in the data active means max response below about -50%; inconclusive means no clear call, values can overlap the other calls; further: on the % scale 0 is the no-effect control and ±100 the full control effect; mostly tested at two doses, the higher about 12 µM
Target sequence (P35462 whole entry, looked up): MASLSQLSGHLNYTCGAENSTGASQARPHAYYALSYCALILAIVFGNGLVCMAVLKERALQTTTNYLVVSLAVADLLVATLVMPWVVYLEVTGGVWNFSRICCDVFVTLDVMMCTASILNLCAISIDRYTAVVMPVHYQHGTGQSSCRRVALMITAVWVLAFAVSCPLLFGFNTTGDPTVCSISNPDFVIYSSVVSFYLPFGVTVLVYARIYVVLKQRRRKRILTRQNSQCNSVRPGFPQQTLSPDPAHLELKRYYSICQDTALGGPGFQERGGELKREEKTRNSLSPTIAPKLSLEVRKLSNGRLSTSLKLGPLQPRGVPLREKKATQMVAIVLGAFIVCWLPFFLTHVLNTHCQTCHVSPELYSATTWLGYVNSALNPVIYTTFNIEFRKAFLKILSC
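Cells plated overnight at 1500 cells/well, then exposed to library compounds with dopamine controls for 90 minutes at 37 degrees C. DiscoveRx reagent added for 30–60 minutes at room temperature; luminescence read, quantitative HTS format.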
KB-V1 MDR tox: KB-V1 MDR subline cytotoxicity; KB-V1 MDR cells viability, CellTiter-Glo, 72 h; Potency, µM (top dose mostly 46.1 µM), inactives show at the top dose activity change, negative = cytotoxicity, actives largely listed as cytotoxic; actives 3.4% (n = 400,000); further: potency means the concentration at half of the fitted maximal effect; on the % scale 0 is the no-effect control and ±100 the full control effect; nearly all actives have a fitted effect of over 60% in size
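Cytotoxicity via CellTiter-Glo luminescence after 72 h compound exposure at 37 degrees C. Cells: drug-selected KB-V1 line, DMEM phenol-red free plus 10% FBS. Compounds tested at multiple concentrations; normalized data fitted to concentration-effect curves.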
KB-3-1 tox: KB-3-1 parental cell cytotoxicity. KB-3-1 viability, CellTiter-Glo ATP luminescence, 72 h. Potency, µM (top dose mostly 46.1 µM), for the others: at the highest dose activity change, negative = cytotoxic, usual class: cytotoxic. actives 1.4% (n = 400,000); further: potency means the concentration at half of the fitted maximal effect; on the % scale 0 is the no-effect control and ±100 the full control effect; nearly all actives have a fitted effect of over 60% in size
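KB-3-1 cells, DMEM (no phenol red) + 10% FBS; compound by pin transfer, 72 h, 37 °C. Readout: CellTiter-Glo luminescence after 10 min. Data normalized, curve-fitted.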
IL1B secr inh: blocks inflammasome-driven IL-1 beta release; THP-1 LPS/ATP IL-1B secretion, AlphaLISA, 16 h; stronger effect = lower value; activity change, % at 57.5 µM; actives 4.7% (n = 360,000); in the data active means activity change below about -50%; inconclusive means mostly about -30% to -49%; further: on the % scale 0 is the no-effect control and ±100 the full control effect
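THP-1 cells pretreated 1 hr with compounds (up to 57.5 uM final), then stimulated with LPS (250 ng/mL final) plus ATP (1.25 mM final); secreted IL-1B measured by AlphaLISA after 16 hr, decreased signal indicating inhibition.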
SW480 rereplic: DNA re-replication induction in SW480 cells; SW480 DNA re-replication, Hoechst DNA content imaging, 48 h; Potency, µM (top dose mostly 46.1 µM), without a hit: at the top dose re-replication activation, usual class: activators; actives 1.8% (n = 340,000); further: potency means the concentration at half of the fitted maximal effect; % of control where 0% means no effect; nearly all actives have a fitted effect of over 55% in size
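Image-based read-out: total Hoechst fluorescence of nuclei (405 nm excitation, 500-530 nm emission), with hits raising the fraction of high-intensity nuclei. SW480 colon cells incubated 48 hr with compounds at 37 C.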
DRD3 agonist: agonists of human D3 dopamine receptor; P35462; D3R DiscoveRx beta-arrestin cells, luminescence, 90 min; max activation, %; actives 0.58% (n = 410,000); AID 652048; in the data active means max activation above about 30%; further: 0% is about no effect; mostly tested at two doses, the higher about 12 µM
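Agonist mode: compounds and dopamine controls were applied to plated cells for 90 min at 37 degrees C after an overnight attachment at 1500 cells/well. Luminescent read-out followed 30 - 60 minutes at room temperature with DiscoveRx detection reagent.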
HT1080-NT tox: kills 2HG-producing HT-1080-NT fibrosarcoma cells; Potency, µM (doses to about 46.1 µM), inactives show top-dose activity, negative = less viability, actives largely listed as cytotoxic; actives 1.6% (n = 360,000); HT-1080-NT fibrosarcoma viability, CellTiter-Glo ATP luminescence, 48 h;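 further: NT is the 2HG producing partner of a matched IDH1 knockdown line; potency means the concentration at half of the fitted maximal effect; 0% = DMSO-treated cells and -100% = media-only wells without cells; nearly all actives have a fitted effect of over 55% in size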
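Compounds were tested in concentration-response format on HT-1080-NT cells for 48 hours at 37 degrees C. Cell viability came from CellTiter-Glo luminescence; curves were classified by r2, response magnitude and activity.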
GLP-1R agonist: activates the human GLP-1 receptor | P43220 | HEK293 GLP-1R CRE-luciferase, luminescence, 4-6 h; cells express a hypersensitive GLP-1R form | Potency, µM (series often up to 45.6 µM), for the others: at the highest dose activation, actives largely listed as activators | actives 0.007% (n = 380,000); further: potency means the concentration at half of the fitted maximal effect; % of control where 0% means no effect
Target sequence (P43220 whole entry, looked up): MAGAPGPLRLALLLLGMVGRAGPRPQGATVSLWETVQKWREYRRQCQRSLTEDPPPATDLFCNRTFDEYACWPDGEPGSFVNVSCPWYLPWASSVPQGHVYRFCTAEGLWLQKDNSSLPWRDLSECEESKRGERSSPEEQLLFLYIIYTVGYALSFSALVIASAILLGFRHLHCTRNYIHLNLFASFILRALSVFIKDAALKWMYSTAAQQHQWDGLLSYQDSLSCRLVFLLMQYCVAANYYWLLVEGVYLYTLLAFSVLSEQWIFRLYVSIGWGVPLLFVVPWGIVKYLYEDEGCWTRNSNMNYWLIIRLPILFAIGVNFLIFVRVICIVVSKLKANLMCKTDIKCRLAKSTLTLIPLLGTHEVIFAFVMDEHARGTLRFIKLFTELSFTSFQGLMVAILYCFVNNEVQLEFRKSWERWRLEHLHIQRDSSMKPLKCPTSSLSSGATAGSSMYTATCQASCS
HT1080 IDH1KD tx: toxicity to HT-1080 IDH1 knockdown cells (counter line) | HT-1080 IDH1 knockdown viability, ATP luminescence, 48 h | Potency, µM (titrated, usually from 46.1 µM), for the others: top-dose activity, negative = toxicity, hits mostly cytotoxic | actives 2% (n = 360,000);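 further: potency means the concentration at half of the fitted maximal effect; 0% = DMSO wells and -100% = cell-free medium wells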
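CellTiter-Glo luminescence after 48 h compound exposure at 37 degrees C of IDH1-knockdown HT-1080 cells in 5% FBS RPMI. %Activity scaled between DMSO wells and cell-free media wells, with curves fitted and assigned curve classes.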
An asterisk follows results filed as active; ? = inconclusive; · = no result given; [ ] = remark or other dose. Unless noted, the call rests on the fitted dose curve; in most records, active means well fitted curve in the direction sought with a large enough effect; inconclusive means small, poorly fitted or top-dose-only effect, or another doubt; inactive means no such curve, though single readings can be large; an effect the other way counts as inactive or inconclusive.

SMILES | D3 antag | KB-V1 MDR tox | KB-3-1 tox | IL1B secr inh | SW480 rereplic | DRD3 agonist | HT1080-NT tox | GLP-1R agonist | HT1080 IDH1KD tx
Cc1ccc(OCc2nnc(SCC(=O)c3ccccc3)n2Cc2ccco2)cc1 | 4 | ? | ? | -9 | ? | 4 | -23% | -15% | -22%
CCCCN1CCc2c1nc1ccc(Br)cc1c2N | -84* | 21µM* | 0% | -96* | 1% | -39 | ? | 8% | ?
O=C(NC(NC(=S)Nc1cccc(C(=O)O)c1)C(Cl)(Cl)Cl)OCc1ccccc1 (configuration not stated) | 7 | 0% | 5% | 5 | -1% | 8 | 24% | 7% | 10%
CCCOc1ccc(Oc2cc(C)nc(SC)n2)nn1 | 32 | -38% | -1% | 25 | -3% | 6 | 5% | 4% | 4%
O=C(NCc1ccccn1)C1CC(=O)N(C2CCCC2)C1 (configuration not stated) | -27 | -5% | 12% | 17 | -1% | 1 | 0% | 8% | -1%
CCc1ccc2nc(N(CCCN(C)C)C(=O)c3ccc(S(=O)(=O)N(C)C4CCCCC4)cc3)sc2c1 | -15 | 2% | ? | -61* | ? | -6 | ? | 2% | 23µM*
O=c1cc(-c2ccc3c(c2)OCCO3)oc2ccc(Cl)cc12 | 2 | ? | 0% | -4 | -1% | -9 | 24% | -8% | 13%
NS(=O)(=O)c1ccc(CCNC(=O)c2cccc3ccccc23)cc1 | 1 | -12% | 15% | -8 | 2% | -8 | 3% | 5% | -3%
Cc1ccc(N2C(=O)CC(Sc3ncn[nH]3)C2=O)cc1C (configuration not stated) | -3 | 1% | 9% | -6 | 4% | 4 | -2% | -12% | 0%
COc1ccc(NC(=O)CSCC(=O)N(C)CC(=O)Nc2c(C)cccc2C)cc1 | -17 | 13% | 7% | 6 | -14% | 3 | 2% | 6% | 6%
Cc1ccc(N2CC(C(=O)Nc3nnc(C(C)C)s3)CC2=O)cc1 (configuration not stated) | -18 | -16% | 11% | 14 | -11% | 1 | -1% | -1% | 1%
CC(C)C[C@H]1CNC(=S)N1C[C@H]1CCCN1C[C@H](Cc1ccccc1)N1C[C@H](Cc2ccc(O)cc2)N(CC2CCCCCC2)C1=S | 32 | ? | ? | -12 | · | 9 | 21µM* | -4% | 15µM*
C=C1c2ccccc2O[C@H](C(=O)OCC)[C@H]1OC | -26 | 13% | 5% | 8 | -2% | -20 | 10% | -5% | 13%
CCOC(=O)Cn1c(O)c(N=NC(=O)OC)c2ccccc21 | -4 | ? | 4% | 4 | -32% | -12 | -3% | 12% | 9%
C=CCOc1ccc(CNCC2CCCO2)cc1 (configuration not stated) | 21 | 4% | -8% | 4 | -5% | -7 | 7% | -2% | 9%
COc1cccc(N(CC(=O)Nc2ccccc2C)S(C)(=O)=O)c1 | 10 | 7% | 1% | 13 | -3% | 7 | -5% | -2% | 5%
COc1cc(OC)nc(Oc2cc(C=O)ccc2OC)n1 | -9 | -12% | 0% | 22 | 18% | 8 | -16% | 5% | -22%
CCOc1ccc(S(=O)(=O)N(CC(=O)Nc2ccc(OC)cc2OC)c2ccccc2)cc1 | · | -22% | 11% | · | · | -10 | · | 3% | ·
COCCNc1cc(C)nc2cc(-c3ccc(C)cc3)nn12 | 9 | ? | 7% | -7 | 16µM* | 2 | -2% | 15% | -19%
CCCCN(CCCC)S(=O)(=O)c1ccc(C(=O)Nc2nnc(CSC)o2)cc1 | -113* | ? | ? | 63 | ? | 0 | -11% | -8% | ?
Cc1cc(C(=O)NC2CCCN(Cc3ccc(Cl)cc3)C2)c(C)o1 (configuration not stated) | -5 | ? | 10% | 3 | 0% | -7 | -2% | -3% | 2%
Cc1cccc(C(=O)NCCC(=O)NCc2ccccc2Cl)c1 | -2 | -16% | 0% | -8 | -10% | -3 | 6% | -3% | 10%
CC(C)C(NC(=O)c1ccc(Cl)cc1)C(=O)O (configuration not stated) | 26 | 5% | -2% | ? | -1% | 0 | 11% | 1% | 0%
Cn1nc(-c2ccccc2)cc1NC(=O)c1ccc(Cl)cc1 | 2 | -17% | -2% | -15 | -4% | 6 | 10% | 6% | 3%
O=c1cc(-c2ccccc2)n(S(=O)(=O)c2ccc3ccccc3c2)o1 | -77* | 13% | 21% | 6 | 2% | -5 | 8% | 0% | 10%
CCc1cccc(NC(=O)COC(=O)c2c(-c3ccccc3)noc2C)c1 | 16 | -18% | -17% | -14 | · | 4 | -11% | 7% | -6%
CCOC(=O)c1c(-c2ccc(Cl)cc2)cn2ccccc12 | 15 | 3% | 12% | 16 | 3% | -2 | 12% | 6% | 7%
CCn1c(CNC(=O)c2ccccc2Cl)cc2ccccc21 | -9 | -1% | 10% | 4 | 3% | -4 | 9% | 13% | 0%
O=S(=O)(Cc1ccc(Cl)cc1)c1ccccc1-c1nnc(-c2ccccc2)o1 | -7 | -19% | 0% | 10 | 1% | 0 | 2% | 2% | -12%
COc1ccc(CNc2ccccc2SC)cc1OC | 20 | ? | -18% | -5 | -4% | 12 | -27% | 21% | -2%
COc1ccc2c(CN3CCN(C(C)=O)CC3)cc(=O)oc2c1 | ? | -1% | 0% | 4 | · | 2 | 6% | 8% | 7%
COc1cc2c(cc1OC)C(C(=O)O)C(c1ccc(C)o1)N(C)C2=O (configuration not stated) | 5 | 24% | 0% | 8 | -6%[9.22 µM] | 2 | 11% | -8% | 3%
Cc1ccc(S(=O)(=O)c2nc(-c3ccco3)oc2SCC(=O)NCC2CCCO2)cc1 (configuration not stated) | 10 | 1% | -3% | 5 | 1% | 7 | 7% | -8% | -2%
Cc1ccccc1NC(=O)Cn1nnc2c(cnn2-c2ccc(F)cc2)c1=O | -16 | 8% | -3% | 0 | -11% | 3 | -14% | 4% | -2%
CC(C)C(NS(=O)(=O)c1ccc2c(c1)OCCO2)C(=O)NCCc1ccccn1 (configuration not stated) | -7 | 1% | 16% | -13 | -5% | -3 | 12% | -6% | 11%
CN1CCCCc2c1nc1c(c2N)CCCC1 | -27 | -18% | -1% | -4 | -13% | -9 | 4% | 15% | 2%
c1ccc(C(Cc2nc(-c3cccnc3)no2)c2ccccc2)cc1 | -6 | -16% | -3% | -4 | -2% | -4 | -7% | 1% | ?
Cc1ccc2nsnc2c1NC(=O)c1ccc2c(c1)OCCO2 | 11 | ? | 1% | 28 | 0% | 3 | 0% | -1% | 6%
OCCN(CC#CC(O)(c1ccccc1)c1cccc(F)c1)CCO (configuration not stated) | -29 | 13% | -4% | 3 | -6% | -16 | 28% | -4% | 11%
COc1ccc(C(=O)N2CCN(c3nc4ccccc4o3)CC2)cc1OC | 13 | ? | -25% | 17 | 0% | 2 | ? | 9% | -1%
N#CC1=C2Sc3ccccc3N2CCCC1=O | 7 | 6% | -2% | 3 | -4% | -4 | 10% | -2% | 2%
C=CCn1cc(C(=O)NCc2cccnc2)c(=O)c2cc(S(=O)(=O)N(CC)CC)ccc21 | -20 | -21% | -6% | -14 | -3% | -9 | -10% | -4% | -10%
COc1ccc(CNC(=O)CCCn2nc(C)c3c(C)n(-c4ccc(C)cc4)nc3c2=O)cc1 | 2 | -2% | -12% | 0 | -19% | -18 | 7% | -1% | 14%
CCOc1ccc(NC(=O)CSc2nc3nc(C)cc(C)n3n2)cc1 | 0 | -19% | ? | -8 | -1% | 3 | 0% | -3% | 9%
CC(C)(C)OC(=O)[C@H](CCCCN)NC(=O)c1nc[nH]c1C(=O)N[C@@H](CCCCN)C(=O)OC(C)(C)C | 17 | 7% | 0% | 10 | -2% | 0 | -5% | 5% | 0%
NS(=O)(=O)c1cccc(NC(=O)CCCNC(=O)c2ccc(Cl)cc2)c1 | -24 | -19% | 0% | 98 | 3% | -5 | 1% | 6% | 1%
S=C(NCc1ccc2[nH]c3c(c2c1)CCCC3)Nc1ccccc1 | 8 | -1% | -17% | -19 | ? | 2 | -1% | 12% | -15%

Some of these compounds in order of molecular weight, ascending:
SMILES | D3 antag | KB-V1 MDR tox | KB-3-1 tox | IL1B secr inh | SW480 rereplic | DRD3 agonist | HT1080-NT tox | GLP-1R agonist | HT1080 IDH1KD tx
S=C(NCc1ccc2[nH]c3c(c2c1)CCCC3)Nc1ccccc1 | 8 | -1% | -17% | -19 | ? | 2 | -1% | 12% | -15%
COc1ccc(C(=O)N2CCN(c3nc4ccccc4o3)CC2)cc1OC | 13 | ? | -25% | 17 | 0% | 2 | ? | 9% | -1%
COc1ccc(CNC(=O)CCCn2nc(C)c3c(C)n(-c4ccc(C)cc4)nc3c2=O)cc1 | 2 | -2% | -12% | 0 | -19% | -18 | 7% | -1% | 14%

Complete entries, quoted from the list. Screens in order: D3 antag | KB-V1 MDR tox | KB-3-1 tox | IL1B secr inh | SW480 rereplic | DRD3 agonist | HT1080-NT tox | GLP-1R agonist | HT1080 IDH1KD tx
`COc1ccc(C(=O)N2CCN(c3nc4ccccc4o3)CC2)cc1OC` as listed: 13 | ? | -25% | 17 | 0% | 2 | ? | 9% | -1%
`c1ccc(C(Cc2nc(-c3cccnc3)no2)c2ccccc2)cc1` as listed: -6 | -16% | -3% | -4 | -2% | -4 | -7% | 1% | ?
`C=CCn1cc(C(=O)NCc2cccnc2)c(=O)c2cc(S(=O)(=O)N(CC)CC)ccc21` as listed: -20 | -21% | -6% | -14 | -3% | -9 | -10% | -4% | -10%
`N#CC1=C2Sc3ccccc3N2CCCC1=O` as listed: 7 | 6% | -2% | 3 | -4% | -4 | 10% | -2% | 2%
`OCCN(CC#CC(O)(c1ccccc1)c1cccc(F)c1)CCO` (configuration not stated) as listed: -29 | 13% | -4% | 3 | -6% | -16 | 28% | -4% | 11%

Source: PubChem BioAssay (National Center for Advancing Translational Sciences (NCATS))
